Vif-A3F inh – Vif-A3F binding inhibition; HeLa A3F-eYFP + Vif (tagged APOBEC3F with the HIV-1 protein that degrades it), YFP fluorescence increase; Potency, µM (highest dose often 46.1 µM), inactives show top-dose activity, negative = active; 0.2% of 390,000 active; AID 602313; further: potency means the concentration at half of the fitted maximal effect; % of control where 0% means no effect; nearly all actives have a fitted effect of over 65% in size
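Fluorescence increase (Ex 488/Em 500-530) after overnight compound treatment at 37 deg C flags inhibition of Vif-driven A3F-eYFP loss in stable HeLa A3F-eYFP/Vif cells seeded overnight beforehand.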
ALOX12 inh – blocks human arachidonate 12S-lipoxygenase; P18054; purified 12hLO, xylenol orange hydroperoxide absorbance; Potency, µM (top dose mostly 108 µM), for inactives: at the highest dose activity change, negative = inhibition, actives largely listed as inhibitors; 1.1% of 580,000 active; further: potency means the concentration at half of the fitted maximal effect; on the % scale 0 is the no-effect control and ±100 the full control effect
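Hydroperoxide product was detected by ferrous iron/xylenol orange as the 573 to 405 nm absorbance ratio. Arachidonic acid at 40 uM (final) was turned over for 30 min at room temperature by 150 nM human 12hLO, pH 7.0 Hepes buffer, after 15 min compound preincubation.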
RGS4 inh – human RGS4 inhibition | P49798 | Transcreener GDP fluorescence polarization, RGS4-accelerated GTP hydrolysis | Potency, µM (top dose mostly 114 µM), for the others: at the highest dose activity change, negative = inhibition, actives largely listed as inhibitors | 0.039% of 390,000 active | AID 504845; further: potency means the concentration at half of the fitted maximal effect; on the % scale 0 is the no-effect control and ±100 the full control effect; nearly all actives have a fitted effect of over 75% in size; some results filed as inactive show a strong effect at the top dose
Target sequence (P49798 whole entry, looked up): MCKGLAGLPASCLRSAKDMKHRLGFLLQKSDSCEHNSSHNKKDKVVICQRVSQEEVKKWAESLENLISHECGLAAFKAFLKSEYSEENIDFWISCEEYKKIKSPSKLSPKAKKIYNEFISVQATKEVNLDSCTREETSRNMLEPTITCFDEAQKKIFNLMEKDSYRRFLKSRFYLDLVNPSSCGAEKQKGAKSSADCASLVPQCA
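MLSMR compounds (23 nl, pin-transferred) preincubated 10 min at room temperature with a 500nM (2x) first reagent, then RGS4 at 900nM (2x) plus Transcreener GDP mix added; fluorescence polarization (620/688 nm) read before and after 90 min at 30 °C.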
LDHA block – blocks human lactate dehydrogenase A; P00338; purified LDHA, NADH/diaphorase-resazurin fluorescence; hits give low values; activity change, % (values are at about 110 or 230 µM); 0.15% of 480,000 active; in the data active means activity change below about -30%; inconclusive means mostly about -25% to -30%;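 further: plate controls were DMSO wells for no effect and wells without enzyme for full effect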
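Human LDH5 at 2 nM final in Tris HCl pH 7.4 with 0.06 mM NADH and 0.2 mM pyruvate, reacted 5 minutes at room temperature. Remaining NADH coupled via diaphorase/resazurin; resorufin fluorescence read at 0 and 20 minutes, normalized to enzyme-free and DMSO wells.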
D2 antag – antagonizes the human D2 dopamine receptor; P14416; HEK293 TREx D2 cells, calcium flux, dopamine EC80; inhibition, % at 10 µM; 2% of 340,000 active; in the data active means inhibition above about 30%; further: 0% is about no effect
Target sequence (P14416 whole entry, looked up): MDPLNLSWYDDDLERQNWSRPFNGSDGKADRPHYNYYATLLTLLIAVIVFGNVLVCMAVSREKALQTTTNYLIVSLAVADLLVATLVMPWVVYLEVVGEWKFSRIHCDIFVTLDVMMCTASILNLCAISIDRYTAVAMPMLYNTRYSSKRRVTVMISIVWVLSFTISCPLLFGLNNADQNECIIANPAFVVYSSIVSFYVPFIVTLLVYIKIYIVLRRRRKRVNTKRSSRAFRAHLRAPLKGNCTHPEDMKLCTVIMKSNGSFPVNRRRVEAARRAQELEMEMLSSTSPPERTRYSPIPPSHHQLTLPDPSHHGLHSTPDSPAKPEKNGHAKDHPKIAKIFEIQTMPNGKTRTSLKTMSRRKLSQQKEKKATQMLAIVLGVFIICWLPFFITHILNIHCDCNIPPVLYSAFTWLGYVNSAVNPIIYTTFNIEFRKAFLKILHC
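Overnight-induced (tetracycline, 30 C) HEK293 T-REx cells carrying force-coupled D2 receive a no-wash calcium dye, then compound, then EC80 dopamine at 180 s; signals are read kinetically throughout.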
GRP78 ERSR act – inducers of ER stress response in human glioma cells | U87-MG GRP78 promoter luciferase reporter, 16 h | Potency, µM, for inactives: top-dose activation, actives largely listed as activators | 0.02% of 420,000 active; further: potency means the concentration at half of the fitted maximal effect; series mostly up to about 76 µM; % of control where 0% means no effect; nearly all actives have a fitted effect of over 35% in size
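Stably transfected U87-MG human glioma cells carrying a GRP78-based luminescent sensor were seeded at 1000 cells/well, pin-dosed with compounds and incubated 16 h. Luciferase reagent was then added, and end-point luminescence was read after 10 min at room temperature.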
Vif-APOBEC3G blk – Vif-A3G binding inhibition | Q9HC16 | HeLa A3G-eYFP + Vif (tagged APOBEC3G with the HIV-1 protein that degrades it), YFP fluorescence, overnight | Potency, µM (doses to about 46.1 µM), inactives show at the top dose activity, negative = active, most hits filed as inhibitors | 0.076% of 410,000 active | AID 602310;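 further: potency means the concentration at half of the fitted maximal effect; on the % scale 0 is the no-effect control and ±100 the full control effect; nearly all actives have a fitted effect of over 60% in size; hits raise eYFP signal because A3G escapes Vif-driven loss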
Target sequence (Q9HC16 whole entry, looked up): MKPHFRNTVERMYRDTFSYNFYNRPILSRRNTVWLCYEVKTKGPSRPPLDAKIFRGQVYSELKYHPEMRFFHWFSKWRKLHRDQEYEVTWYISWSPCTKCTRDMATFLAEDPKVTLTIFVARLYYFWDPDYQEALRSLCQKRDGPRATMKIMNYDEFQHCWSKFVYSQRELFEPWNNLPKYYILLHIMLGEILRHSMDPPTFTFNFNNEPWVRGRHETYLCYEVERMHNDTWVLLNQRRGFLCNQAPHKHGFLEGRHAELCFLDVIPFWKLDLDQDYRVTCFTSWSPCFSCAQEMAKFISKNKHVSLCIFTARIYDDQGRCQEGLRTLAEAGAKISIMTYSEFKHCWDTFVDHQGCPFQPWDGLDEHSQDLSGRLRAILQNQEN
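HeLa cells stably expressing Vif and C-terminally eYFP-tagged A3G, seeded overnight at 37 deg C, then exposed to compound by pintool overnight at 37 deg C. Rise in yellow fluorescence (Ex 488/Em 500-530, Acumen) marks blocked Vif-driven A3G degradation.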
D2 agonist – D2 dopamine receptor (human) agonism | P14416 | AID 485358 | 0.53% of 340,000 active | activation, % at 2 µM | HEK293 T-REx D2 cells, calcium flux agonist mode;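 active means activation over 3 SD above normal in the single-dose calcium agonist read, cut at about 30% in these data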; further: 0% is about no effect
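Tetracycline-induced HEK293 Trex cells with D2 receptor force-coupled to calcium signaling, plated overnight at 30 C and loaded with no-wash calcium dye. Calcium flux read kinetically for 180 s after compound addition; responses flag agonists.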
ERG Ets-DNA blk – ERG Ets/DNA interaction inhibition; fluorescence polarization, His-ERG Ets domain / labelled DNA; 0.028% of 370,000 active; AID 624246; P11308; Potency, µM (highest dose often 76.9 µM), inactives show top-dose FP activity, negative = inhibition, actives largely listed as inhibitors; active means well fitted inhibition curve with a large enough effect in the polarisation, with a control signal flat; inconclusive means small, poorly fitted or top-dose-only effect, or effect the other way, or a change in a side signal; inactive means no such curve, though single readings can be large or run the other way; the % refers to the polarisation;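 further: polarization taken with two DNA probes labelled with fluorescein and Texas red; potency means the concentration at half of the fitted maximal effect; % of control where 0% means no effect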
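His-tagged ERG Ets domain (1 uM in the protein solution; 300mM KCl, 50mM Tris-HCl, 1mM EDTA, 1mM DTT, pH 7.5) received compound, then a probe mix of 5 nM fluorescein-DNA and 100nM Texas-615-DNA. Fluorescence polarization was read for both dyes.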
* hit, by the source's call; ? = inconclusive; · = not tested or not shown; & = joins results of further samples; [ ] = another dose, or the depositor's remark. Unless noted, the call rests on the fitted dose curve; in most records, active means well fitted curve in the direction sought with a large enough effect; inconclusive means small, poorly fitted or top-dose-only effect, or another doubt; inactive means no such curve, though single readings can be large; an effect the other way counts as inactive or inconclusive.

SMILES | Vif-A3F inh | LDHA block | Vif-APOBEC3G blk | ALOX12 inh | GRP78 ERSR act | D2 agonist | D2 antag | ERG Ets-DNA blk | RGS4 inh
CCOC(=O)c1c(C)n(OCc2ccccc2)c2ccc3nonc3c12 | -8% | -11 | 0% | 16% | -3% | 1.6 | -11 | · | 8%
O=C(COC(=O)c1ccc(Cl)c(Cl)c1)NC1CCCC1 | 8% | -3 | 2% | -13% | -3% | -1.8 | 6 | -10% | 6%
COc1ccc(C(=O)NC2CCSc3ccccc32)cc1 (configuration not stated) | -2% | -8 | 6% | 0% | 2% | -0.3 | 6 | 7% | 19%
CC1=CS(=O)(=O)CC1Sc1nc2ccccc2[nH]1 (configuration not stated) | 1% | -6 | 2% | ? | -4% | -0.2 | -3 | -5% | 8%
O=C(CN1C(=O)NC2(CCc3ccccc3C2)C1=O)Nc1ccc(F)cc1 (configuration not stated) | 2% | -3 | -14% | 7% | -6% | 0.5 | -6 | -5% | 3%
CCn1c(C)nc2cc(C(=O)NNC(=S)Nc3ccc(Cl)cc3)ccc21 | -6% | -5 | -5% | 1% | 0% | -0.6 | -8 | 10% | -41%
Cc1ccc(C(c2c(C)n(C)n(-c3ccccc3)c2=O)c2c(C)n(C)n(-c3ccccc3)c2=O)s1 | 5% | -3 | -1% | -6% | -6% | -0.1 | 6 | 1% | -2%
COc1ccc(C(=O)OCC(=O)N2CCN(S(=O)(=O)c3ccc(C)cc3)CC2)cc1[N+](=O)[O-] | 0% | -3 | -4% | -11% | -4% | · | · | 20% | -37%
Cc1[nH]c2ccccc2c1C(C#N)(C#N)C1C(=O)c2ccccc2C1=O | -8% | 10 | -3% | ? | -5% | -0.4 | -9 | -1% | -10%[56.9 µM]
CC1(C)CC(=O)c2cnc(N3CCN(c4ccccc4)CC3)nc2C1 | -1% | -3 | 1% | -3% | -2% | -1.0 | -1 | -4% | 22%
CCC1(C)Cc2sc3c(=O)[nH]c(=S)[nH]c3c2CO1 (configuration not stated) | 5% | -3 | -1% | ? | -2% | 0.7 | 6 | -7% | ?
O=C1N/C(=C/c2cccn2-c2ccc(F)cc2)C(=O)N1Cc1ccccc1F | ? | -2 | -5% | -24% | -6% | -0.1 | 1 | 5% | 0%
O=C(C1CC2CCC1C2)N1CCN(Cc2ccc3c(c2)OCO3)CC1 (configuration not stated) | -8% | -3 | 4% | 9% | 0% | 9.9 | 6 | -2% | 14%
O=C(Nc1nc2ccccc2[nH]1)C1CCC1 | 1% | -11 | ? | 0% | 0% | 0.2 | -6 | -3% | 27%
CC(C)Oc1ccc(S(=O)(=O)N2CCOCC2)cc1NC(=O)Cc1cccs1 | 7% | -9 | -2% | 10% | 3% | · | · | 2% | -6%
COc1cccc(OC)c1C(=O)Nc1ccc2c(c1)OCCO2 | 2% | -4 | 0% | -13% | -3% | 0.7 | 11 | -6% | -10%
O=C(CN1C(=O)NC2(CCCC2)C1=O)Nc1cc(Cl)ccc1N1CCCC1 | -3% | -3 | -8% | 15% | -4% | 0.9 | 2 | -7% | -12%
Nc1cccc2c1C(=O)N(CC(=O)NC13CC4CC(CC(C4)C1)C3)C2=O | -1% | -14 | 0% | ? | -3% | -0.3 | 20 | -16% | 5%
Cc1ccc(CS(=O)(=O)Cc2ccc(C(=O)NCc3ccccn3)o2)cc1 | 2% | -1 | 2% | 10% | -2% | -2.3 | -9 | · | 7%
Clc1ccc(C2=CSC3=Nc4cccc5cccc(c45)N23)cc1 | 0% | 17 | ? | ? | 4% | -0.3 | · | 3% | -44%
CC(C)(C)CN1CCNC(=O)C1CC(=O)NC1Cc2ccccc2C1 (configuration not stated) | 0% | -3 | -5% | 1% | -6% | -0.1 | 18 | 4% | -12%
O=C(O)c1cccc(Nc2nc3ccccc3nc2NS(=O)(=O)c2ccc(F)cc2)c1 | 2% | -18 | -6% | ? | ? | · | · | 2% | 24%
Fc1ccc(-c2ccc(-c3nn4c(-c5ccco5)nnc4s3)o2)cc1 | -8% | 2 | -7% | 50%[activator] | -2% | -0.4 | 10 | -9% | -19%
CC(=O)c1cccc(NC(=S)NC(=O)c2ccccc2C)c1 | -17% | -3 | -2% | -2% | 2% | 0.9 | 8 | -9% | -21%
COc1ccccc1N1CCN(S(=O)(=O)CCNC(=O)COc2ccccc2)CC1 | -8% | 0 | -5% | 3% | -1% | · | · | · | ·
CC(C)NC(=O)NC(=O)COC(=O)c1cccc(OC(F)F)c1 | -9% | 0 | 3% | -9% | -5% | -1.8 | 0 | -7% | -26%
O=C(O)c1ccc(COc2ccc(/C=N/NC(=O)c3cccs3)cc2)cc1 | 0% | -10 | 1% | ? | 4% | -1.3 | 11 | -4% | -10%
CC1CCCCN1C(=O)c1ccc(NC(=O)c2ccccc2Cl)cc1 (configuration not stated) | -8% | -3 | 0% | -8% | -4% | -0.8 | 2 | -12% | -1%
CCOC(=O)C1CCN(Cc2cc(Cl)c3ccccc3c2O)CC1 | 9% | 31 | -18% | · | 28µM* | 0.3 | 3 | -3% | ?
Cc1cc(/C=C2\C(=N)N3N=CSC3=NC2=O)c(C)n1Cc1ccccc1 | -6% | -4 | -2% | 148%[activator] | -4% | -1.0 | -3 | -10% | -13%
CC(C)Cn1cc(Cl)c(=O)n(CC(C)C)c1=O | 4% | -7 | 0% | -5% | -1% | 0.5 | 11 | 7% | 18%
CCOc1nc(C)ccc1-c1noc(-c2ccco2)n1 | -4% | 3 | -4% | 2% | 6% | -0.4 | -13 | 9% | -3%
CN(Cc1cc(=O)n2ccsc2n1)C1CCCCC1 | 0% | -3 | 3% | 1% | -3% | 1.3 | -8 | 13% | -16%
CC1(C)CC(=O)c2cnn(-c3nc4ccccc4[nH]3)c2C1 | 6% | 2 | -1% | 27% | 2% | 0.4 | -2 | -10% | -19%
CCCCN(C=O)c1c(CC)nc2ccc(C(=O)NCCCn3ccnc3)cn12 | · | -15 | 1% | -22% | -1% | · | · | · | ·
CC(NCC1(N2CCOCC2)CCCCC1)C(=O)Nc1ccc(Cl)cc1Cl (configuration not stated) | 18% | -8 | -1% | -24% | -2% | · | · | 3% | 15%
CCN(Cc1ccncc1)Cc1nc(Cc2ccccc2Cl)no1 | 5% | -11 | -4% | 2% | -3% | -3.5 | 10 | 1% | 8%
Cn1cc(-c2cc3n(n2)CCC(=O)N3CCCC(=O)Nc2ccc(Cl)cc2)c2ccccc21 | 3% | 2 | -2% | -11% | -3% | 0.5 | · | -1% | -19%
CCOC(=O)C1=C(C)NC(SC)=NC1c1ccccc1 (configuration not stated) | 5% | -10 | 1% | -4% | -2% | -1.1 | 10 | -2% | -49%
O=C(CN(Cc1ccc(Cl)cc1)C(=O)CNS(=O)(=O)c1ccccc1)NCC1CCCO1 (configuration not stated) | -5% | -4 | 0% | -16% | -1% | 1.6 | -38 | 1% | -13%
COc1ccc(-c2c(C(=O)O)nc3ccccc3c2C(=O)O)cc1 | 2% | 1 | 4% | ? | 0% | 1.6 | -25 | -5% | 9%
Cn1c2ccccc2c2cc(/C=N/NC(=O)c3ccc(O)cc3O)ccc21 | -4% | -9 | ? | · | 1% | 5.2 | 8 | -5% | -21%
C/C(N)=C(/C#N)C(=O)COC(=O)c1cc(S(=O)(=O)N2CCCCC2)ccc1C | -2% | -4 | -6% | 25% | -6% | -0.1 | -9 | 0% | -11%
Cc1ccc(C)c(S(=O)(=O)Nc2ccc(C(=O)NCCCN(C)C)cc2)c1 | 2% | -12 | 0% | 4% | -3% | · | · | · | ·
CC(C)CC(COCc1ccc(Cl)cc1)N1CCN(C(=O)c2ccc(C(F)(F)F)cc2)CCC1=O (configuration not stated) | -3% | 10 | 0% | ? | 7% | · | · | 13% | -16%
Cc1ccc(C)c(Cn2c(=O)n(-c3ccccc3)c(=O)c3c4c(sc32)CCCC4)c1 | 6% | -5 | 2% | -1% | -1% | -0.8 | · | -5% | 18%
O=C(c1csc2c1CCCCC2)N1CCN(c2ncccn2)CC1 | 1% | -6 | 3% | -21% | -2% | -0.3 | 12 | · | 9%
C=CCNC(=O)CC(=O)N/N=C/c1cccc(C)c1 | 1% | -13 | -3% | 8% | -2% | 0.9 | 8 | 1% | 1%
O=C(CSc1oc(-c2ccccc2)nc1S(=O)(=O)c1ccccc1)NCC1CCCO1 (configuration not stated) | 9% | -9 | 0% | 133%[activator] | -5% | 0.1 | -22 | 5% | 5%
Cc1cc2oc(=O)cc(-c3ccccc3)c2c(C)c1-c1ccc(F)c(Cl)c1 | 1% | 0 | 4% | -7% | 2%&-3% | · | · | -10% | 3%
OC(c1ccccc1)c1nc(-c2cccc(C(F)(F)F)c2)cs1 (configuration not stated) | · | 0 | -17% | -18% | -3% | · | · | · | ·
CC(=O)Nc1ccc(NC(=O)c2c(-c3ccccc3Cl)noc2C)c(C)c1 | 3% | -3 | -2% | -14% | -4% | -0.9 | 0 | -2% | 3%
COCCSc1ccccc1C(=O)Nc1ccc(Cl)cc1 | 0% | 3 | 0% | 18µM* | 0% | 0.2 | 58* | 16% | -23%[56.9 µM]
Cc1ccc(S(=O)(=O)N2CCN(C(=O)c3cc(S(=O)(=O)N4CCOCC4)ccc3Cl)CC2)c(C)c1 | 1% | -2 | 3% | 17% | -2% | · | · | 6% | -3%
COC(=O)Cn1c(=O)c(C)nc2ccccc21 | -4% | -2 | -2% | 41% | -2% | -0.2 | -8 | 8% | ?

Assay outcomes deposited in PubChem BioAssay by National Center for Advancing Translational Sciences (NCATS).

Only part of the results is shown. The share of hits here may be higher or lower than overall.
